Screening data: PubChem BioAssay, National Center for Advancing Translational Sciences (NCATS)
Tau ThT inhib: tau fibrillization inhibition (ThT binding); P10636; recombinant tau K18 P301L (four-repeat tau fragment), heparin-induced fibrillization, ThT fluorescence; Potency, µM (doses to about 57.4 µM), for the others: at the highest dose activity, negative = inhibition, hits mostly inhibitors; 270,000 compounds, 2.1% hits; note: % is set by controls: 0 for no effect and ±100 for the full control effect; nearly all actives have a fitted effect of over 55% in size
Target sequence (P10636 561-689 P618L limits assumed): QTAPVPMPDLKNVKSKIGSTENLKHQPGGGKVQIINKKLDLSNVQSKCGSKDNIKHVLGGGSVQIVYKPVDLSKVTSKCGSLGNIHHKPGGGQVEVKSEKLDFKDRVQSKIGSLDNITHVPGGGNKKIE
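Heparin-induced fibrillization of the P301L-mutant K18 repeat-domain fragment of human tau was followed by ThT binding in quantitative high-throughput format.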
LMNA splice mod: modulators of lamin A splicing. HeLa LMNA splicing GFP/RFP minigene ratio, 48 h. Potency, µM (top dose mostly 46.1 µM), inactives show at the highest dose ratio change, negative = inhibition, most hits filed as inhibitors. 200,000 compounds, 0.01% hits. AID 1487; active = well fitted inhibition curve with a large enough effect in the signal ratio, with a control signal flat, not every such curve was filed as active; inconclusive = small, poorly fitted or top-dose-only effect, or effect the other way, or a change in a side signal; the % refers to the signal ratio; note: % is set by controls: 0 for no effect and ±100 for the full control effect
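Read-out is the ratio of GFP to DsRed2 object intensity, acquired by 488 nm laser-scanning cytometry on HeLa lamin A-EGFP minigene reporter cells. Compound incubation 48 hrs at 37 °C in Opti-MEM with 2% FBS; DMSO 0.5% final.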
RECQ1 helicase: inhibitors of human RECQ1 DNA helicase | AID 2549 | Potency, µM (series often up to 57.3 µM), for inactives: top-dose activity, negative = inhibition, usual class: inhibitors | 240,000 compounds, 0.54% hits | RECQ1 DNA unwinding, red fluorescence kinetic read;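 note: plate controls were vehicle for no effect and no enzyme for full effect; nearly all actives have a fitted effect of over 30% in size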
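RECQ1T1 50 nM; forked duplex (20 bp + 30-nt ss tails) 200 nM, ATP 2 mM final; pH 8.0, 2 mM MgCl2, 2.5 ug/ml poly(dI-dC); 15 min compound preincubation; discontinuous kinetic read over 2 h at RT.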
JMJD2E inh: inhibitors of human JMJD2E histone demethylase; B2RXH2; JMJD2E catalytic domain, FDH-coupled NADH fluorescence (FDH is formaldehyde dehydrogenase); Potency, µM (highest dose often 57.1 µM), inactives show top-dose activity change, negative = inhibition, hits mostly inhibitors; 230,000 compounds, 1.6% hits; AID 2147; active = well fitted inhibition curve with a large enough effect, not every such curve was filed as active; inconclusive = small, poorly fitted or top-dose-only effect, or another doubt; inactive = no such curve, though single readings can be large or run the other way;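 note: 0% = wells with enzyme and -100% = buffer wells without enzyme; nearly all actives have a fitted effect of over 50% in size; many of its hits are not listed in these tables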
L3MBTL1 block: L3MBTL1 (human) inhibition | AID 485360 | 230,000 compounds, 0.66% hits | Q9Y468 | AlphaScreen L3MBTL1–H3K9me1 peptide binding | Potency, µM (top dose mostly 57.1 µM), for the others: at the top dose activity, negative = inhibition, hits mostly inhibitors; note: % is set by controls: 0 for no effect and ±100 for the full control effect; nearly all actives have a fitted effect of over 60% in size
Target sequence (Q9Y468 whole entry, looked up): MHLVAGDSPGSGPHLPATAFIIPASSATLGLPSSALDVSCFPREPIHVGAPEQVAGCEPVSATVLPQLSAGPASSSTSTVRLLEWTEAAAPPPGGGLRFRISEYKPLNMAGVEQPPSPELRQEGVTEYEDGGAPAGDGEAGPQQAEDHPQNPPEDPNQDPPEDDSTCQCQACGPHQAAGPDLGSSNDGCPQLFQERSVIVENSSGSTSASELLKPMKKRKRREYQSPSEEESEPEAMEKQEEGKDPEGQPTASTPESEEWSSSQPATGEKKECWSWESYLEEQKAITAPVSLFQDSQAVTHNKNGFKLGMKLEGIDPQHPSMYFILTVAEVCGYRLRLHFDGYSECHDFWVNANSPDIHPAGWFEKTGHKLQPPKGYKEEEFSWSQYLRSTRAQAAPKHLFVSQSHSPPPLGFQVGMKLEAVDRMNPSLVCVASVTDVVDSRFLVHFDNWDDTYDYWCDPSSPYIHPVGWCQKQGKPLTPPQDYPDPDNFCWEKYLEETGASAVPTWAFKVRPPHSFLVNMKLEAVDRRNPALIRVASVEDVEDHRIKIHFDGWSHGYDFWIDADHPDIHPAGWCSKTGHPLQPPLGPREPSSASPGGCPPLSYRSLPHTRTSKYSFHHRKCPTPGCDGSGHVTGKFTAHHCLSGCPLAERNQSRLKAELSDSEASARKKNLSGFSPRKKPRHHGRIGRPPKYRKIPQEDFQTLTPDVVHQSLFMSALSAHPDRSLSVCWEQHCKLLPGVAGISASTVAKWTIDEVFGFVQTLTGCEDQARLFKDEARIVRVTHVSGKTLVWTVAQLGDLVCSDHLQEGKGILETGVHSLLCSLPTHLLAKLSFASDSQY
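First, the protein-peptide complex forms for 30 min at room temperature (L3MBTL1 50 nM, biotinylated H3K9me1 peptide 75 nM). Next, compounds are pin-transferred and incubated 30 min. Finally, AlphaScreen beads are added and read after 30 min.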
Luc counter: Kinase-Glo luciferase inhibition (counter-screen); 200,000 compounds, 0.28% hits; Potency, µM (titrated, usually from 38.3 µM), for the others: at the top dose activity change, negative = inhibition, most hits filed as inhibitors; AID 1379; Kinase-Glo luciferase, ATP luminescence, 8 min; note: % is set by controls: 0 for no effect and ±100 for the full control effect; nearly all actives have a fitted effect of over 60% in size
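Kinase-Glo luciferase light output from ATP and luciferin was measured with 10 uM ATP, within the enzyme's linear range. Buffer: 50 mM imidazole pH 7.2, 50 mM KCl, 7 mM MgCl2, 0.01% Tween 20, 0.05% BSA; luminescence read after 8 min at ambient temperature.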
SMN2 splice enh: SMN2 splice variant enhancement | HEK293 SMN2-luciferase splicing reporter, luminescence, 30-36 h | Potency, µM (top dose mostly 46.1 µM), inactives show at the highest dose activity change, positive = activation, usual class: activators | 210,000 compounds, 2.8% hits; note: % of control where 0% means no effect; nearly all actives have a fitted effect of over 55% in size
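HEK293 cells carry an SMN2 minigene-luciferase reporter in which exon 7 inclusion puts luciferase in frame. Cells were seeded at 2000 cells/well, attached for 10-12 hours, then exposed to compounds for 30-36 hours at 37C before ONE-Glo luminescence.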
ALDH1A1 block: inhibitors of human aldehyde dehydrogenase 1A1 | P00352 | Purified ALDH1A1, NADH fluorescence, propionaldehyde substrate | Potency, µM (doses to about 75.3 µM), without a hit: top-dose activity, negative = inhibition, usual class: inhibitors | 220,000 compounds, 7.3% hits | AID 1030; active = well fitted inhibition curve with a large enough effect, not every such curve was filed as active; inconclusive = small, poorly fitted or top-dose-only effect, or another doubt; inactive = no such curve, though single readings can be large or run the other way;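 note: plate controls were no enzyme wells and a reference inhibitor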
An asterisk follows results filed as active; i = inactive; ? = inconclusive; nt = not tested or not shown; [ ] = remark or other dose. Unless noted, calls come from the whole dose curve; as a rule, active = well fitted curve in the direction sought with a large enough effect; inconclusive = small, poorly fitted or top-dose-only effect, or another doubt; inactive = no such curve, though single readings can be large; an effect the other way counts as inactive or inconclusive. Potency is the fitted concentration of half-maximal effect.

Fields: Tau ThT inhib | LMNA splice mod | RECQ1 helicase | JMJD2E inh | L3MBTL1 block | Luc counter | SMN2 splice enh | ALDH1A1 block
COC(=O)C1(C)NC(c2ccc(O)cc2)C2C(=O)N(c3ccc4c(c3)OCCO4)C(=O)C21 (stereo not given)
  -1% | -3% | -6% | -1% | 4% | -3% | -11% | 5%
C=CCNC(=O)COc1cc(C)cc(C)c1C
  2% | nt | i | 5% | 6% | 2% | -4% | 1%
COC(=O)C1C(=O)CC(C)(O)C(C(=O)OC)C1c1ccccc1F (stereo not given)
  4% | -5% | -2% | 4% | -2% | 3% | 1% | 17%
COc1ccc(C2=CC(c3ccco3)n3ncnc3N2)cc1 (stereo not given)
  ? | -14%[46 µM] | i | ? | -1% | -2% | -1% | ?
O=c1cc(-c2ccccc2O)oc2ccc3ccccc3c12
  ? | nt | -14% | 2% | nt | ? | nt | 3%
CC(=O)OCC1OC(Nc2cccc(C)c2)C(OC(C)=O)C(OC(C)=O)C1OC(C)=O (stereo not given)
  -1% | -1% | -2% | -7% | 7% | -1% | 15% | -12%
CCN1CCN(C(=O)C2(NC(=O)Nc3cccc(F)c3)CCCCC2)CC1
  -2% | -2% | 6% | -12% | 1% | 0% | -8% | -2%
COc1ccc(-c2noc(CCCC(=O)Nc3cccnc3)n2)cc1OC
  -3% | nt | -8% | 1% | 13% | nt | nt | nt
C=CCNC(=S)NNC(=O)c1ccc(OCCC)cc1
  -11% | -8% | 0% | 6% | -4% | -1% | 1% | 8%
C/C(=N/NC(=O)c1ccc(O)cc1)c1cccc([N+](=O)[O-])c1
  ? | 20% | 6% | 14% | -5% | 2% | -9% | ?
Cc1cc(C)n(-c2nc(C)nc(NCc3ccccc3)n2)n1
  -9% | -19% | -9% | 0% | nt | 2% | -31%[inhibitor] | -6%
CC1CCCN(CCCNC(=O)C2CC(=O)N(c3ccc(F)c(Cl)c3)C2)C1 (stereo not given)
  -4% | 7% | -8% | -1% | 4% | -1% | 0% | 2%
CC(C)c1nc2oc3c(NCc4cccnc4)ncnc3c2c2c1CCC2
  -6% | 17% | -11% | ? | 7% | -3% | -17% | ?
CC1(C)Cc2nc3sc(C(=O)NCCCO)c(N)c3cc2CS1
  -12% | nt | i | -5% | -10% | -1% | 14µM* | ?
COc1cccc(CNC(=O)Cc2c(C(=O)O)[nH]c3ccccc23)c1
  -9% | 0% | i | ? | nt | 22% | 24% | 0%
CC(=O)Nc1cc(NC(=O)C2C3C=CC(C3)C2C(=O)O)ccc1Cl (stereo not given)
  -5% | -7% | 0% | -8% | 4% | -2% | 0% | -5%
COc1cc2cc(CN(CCCN3CCOCC3)Cc3nnnn3Cc3ccccc3)c(=O)[nH]c2cc1OC
  -15% | -14%[46 µM] | -13% | ? | 1% | -1% | nt | ?
N/C(=N\OC(=O)c1cccs1)c1cccc([N+](=O)[O-])c1
  ? | nt | 45µM* | 7% | -29% | -5% | 20% | ?
COc1ccc(C(=O)NCCN2C(=O)S/C(=C\c3cccnc3)C2=O)cc1[N+](=O)[O-]
  ? | nt | -9% | -1% | 7% | nt | nt | nt
O=C(CCS(=O)(=O)Cc1ccc(Cl)cc1)NCCCN1CCOCC1
  -4% | -6% | 6% | 5% | nt | 0% | 19% | -7%
O=C(NCc1ccccn1)c1cc2ccccc2oc1=O
  -8% | 5% | i | ? | nt | -5% | -7% | ?
Clc1ccc(Cc2noc(Cc3ccccc3)n2)cc1Cl
  -13% | 15% | -5% | 2% | 91%[activator] | -2% | -6% | 4%
CCOC(=O)C1(Cc2ccccc2Cl)CCN(S(C)(=O)=O)CC1
  -15% | 1%[46 µM] | i | -7% | -4% | 3% | nt | 10µM*
Cc1onc(-c2ccccc2Cl)c1C(=O)Nc1cccc2nsnc12
  -7% | ? | -7% | ? | nt | 2% | -39%[inhibitor] | 91%[activator]
COc1ccc(N2CCn3c2nc2c3c(=O)n(CCCc3ccccc3)c(=O)n2C)c(OC)c1
  ? | ? | 1% | -6% | -8% | 0% | -60%[inhibitor] | 20µM*
CCOC(=O)c1c(-c2ccccc2Cl)csc1NC(=O)c1cc(S(=O)(=O)N2CCOCC2)ccc1C
  -11% | ? | -10% | ? | -9% | -2% | -24% | ?
O=C(COC(=O)CCc1c[nH]c2ccccc12)NC1CCS(=O)(=O)C1 (stereo not given)
  7% | -3% | 1% | 8% | ? | 4% | 4% | 4%
CCN(CC)C(=O)c1cncc(C(=O)N(CC)CC)c1-c1ccccc1
  4% | 1% | -18% | 5% | -2%[11.4 µM] | 3% | 23% | 2%
Cc1ccc(Nc2nnc(SCC(=O)c3ccc(Br)s3)s2)c(C)c1
  ? | ? | 0% | 13% | -4% | -1% | -3% | ?
Cc1nc2c(-c3ccc(Cl)cc3)cnn2c2c1CCC2
  -21% | -1%[46 µM] | -5% | -10% | 69%[activator] | 3% | 25% | ?
Cc1ccc(Cl)cc1NC(=O)Cn1cccc1
  -2% | 5% | i | 6% | -4% | -1% | -12% | 1%
CC(C)(C)C(=O)Nc1cc(C(F)(F)F)ccc1N1CCOCC1
  -4% | -6% | -17% | 1% | 8% | 0% | -16% | -1%
COc1ccc(S(=O)(=O)NCCN2CCNC2=O)cc1OC
  -14% | -1%[46 µM] | -2% | -5% | 2% | nt | nt | 8%
O=C(c1ccco1)N1CCC[C@@]2(CCN(c3ccccc3)C2)C1
  nt | nt | -12% | nt | nt | 1% | 2% | ?
CC(C)Oc1ccc(C(=O)NC(=S)Nc2ccc(Cl)c(C(=O)O)c2)cc1
  ? | nt | -16% | 0% | 0% | nt | nt | nt
CCN1CCN(CCCNC(=O)CCc2nc(-c3ccc(OC)cc3)no2)CC1
  -3% | nt | i | -3% | nt | -9% | -28% | -3%
CCOC(=O)N1CCC(NC(=O)CCC(=O)N2CC(C)Oc3ccc(C)cc32)CC1 (stereo not given)
  -15% | 7% | -1% | -2% | 2% | 0% | -19% | -9%
CC(C)(CO)Nc1ccc([N+](=O)[O-])cc1[N+](=O)[O-]
  -9% | 2% | -12% | 3% | -5% | 5% | -5% | 12%
NC(=S)C1COc2ccccc2O1 (stereo not given)
  8% | nt | 8% | 1% | -1% | nt | nt | nt
CCCOc1ccc(Cc2nn3c(=O)/c(=C/c4ccco4)sc3nc2=O)cc1
  ? | ? | 25µM* | -2% | ? | 0% | -18% | 2%
CS(=O)(=O)Nc1ccc(C(=O)Nc2ccccc2Cl)cc1
  5% | nt | i | 6% | -3% | 2% | 19% | -2%
CCS(=O)(=O)n1nc(-c2ccc(Cl)cc2)nc1SCc1ccccc1
  1% | ? | -8% | -3% | 14% | -1% | 14µM* | -14%
COc1ccccc1NC(=O)C(C)Nc1ccc(C)c(Cl)c1 (stereo not given)
  -17% | -13%[46 µM] | -2% | 4% | nt | -3% | -13% | 2%
CC(C)(C)OC(=O)NCCCC1=CC2=CC(=O)C(C)(OC(=O)C3CCCC3)C(=O)C2=CO1 (stereo not given)
  -7% | nt | -1% | -3% | nt | -2% | 2% | 12%
COCCNc1nc2ccccc2nc1NS(=O)(=O)c1ccc(C)cc1C
  ? | -4% | -3% | ? | nt | 0% | -2% | ?
CCOC(=O)N1CCN(C(=O)CN(Cc2ccc(Cl)cc2)S(C)(=O)=O)CC1
  7% | -5% | -3% | 9% | nt | -1% | -9% | ?
CCn1c(SCC(=O)Nc2ccccc2C(=O)OC)nnc1-c1cccc(C)c1
  -12% | 0% | i | 5% | nt | 2% | 7% | 4%
Cc1nn(-c2nc(-c3ccco3)cc(C(F)(F)F)n2)c(C)c1Cl
  -11% | -5% | i | ? | nt | -4% | -3% | 2%
CCOCC(=O)OCC(=O)Nc1cc(OC)c([N+](=O)[O-])cc1C
  -7% | -14%[46 µM] | -4% | 28% | 8% | 2% | 7% | 3%
O=C(O)CC(NC(=O)C1c2ccccc2Oc2ccccc21)c1ccc(Cl)cc1 (stereo not given)
  -11% | -9% | -7% | -7% | -3% | 1% | -5% | -3%

Other structures follow.
Fields: Tau ThT inhib | LMNA splice mod | RECQ1 helicase | JMJD2E inh | L3MBTL1 block | Luc counter | SMN2 splice enh | ALDH1A1 block
CCOC(=O)N1CCN(C(=O)C2CC(c3ccc(F)cc3)=NO2)CC1 (stereo not given)
  -26% | 6% | -2% | 10% | nt | 5% | -28% | 7%
COc1ccc(CCNC(=O)C2CCN(S(=O)(=O)c3ccc(Cl)cc3)CC2)cc1OC
  -3% | -24% | -8% | 2% | 2% | 0% | -16% | -7%
Cc1ccc(S(=O)(=O)Cn2nnnc2C(c2ccccc2)N2CCN(c3ccccc3)CC2)cc1 (stereo not given)
  -18% | -6% | -8% | 3% | -6% | -1% | -15% | -21%
COc1ccc(CC(=O)Nc2cccc(-c3ccc4nnc(C)n4n3)c2)cc1
  -9% | nt | -14% | 0% | nt | 0% | nt | 8%
Cc1ccc(-c2cc(C(=O)O)c3sc(N4CCCCC4)nc3n2)cc1
  -14% | -6% | 4% | ? | 1% | -7% | -9% | ?
NC(=O)Cc1ccc2c(c1)[nH]c1ccccc12
  -11% | nt | -8% | ? | -7% | nt | nt | ?
CS/C(=N\N(C)C(N)=O)c1ccccc1
  5% | 0% | i | 6% | 13% | -1% | 9% | 10%
CC(=O)c1cccc(NC(=O)NC(C)C2CCCO2)c1 (stereo not given)
  -1% | 17% | 2% | -10% | -1% | -4% | ? | 2%
CN(C)/C=C/C(=O)c1cnc2n(c1=O)CCS2
  ? | 11%[46 µM] | -14% | -5% | -11% | -1% | -4% | -2%

The list is partial; rates above refer to the full screens.
